GoLoco inh red: RGS12 GoLoco-Gai1 interaction inhibition; P63096; Gai1:RGS12 GoLoco peptide FP, rhodamine, 10 min; Potency, µM (series often up to 61.6 µM), for inactives: top-dose activity, negative = inhibition, actives largely listed as inhibitors; actives 0.44% (n = 230,000); AID 880; active = well fitted inhibition curve with a large enough effect, not every such curve was filed as active; inactive = no such curve, though single readings can be large or run the other way; also: % is scaled to controls: 0 for no effect and ±100 for the full control effect; nearly all actives have a fitted effect of over 30% in size; many of its hits are not listed in these tables
Target sequence (P63096 whole entry, looked up): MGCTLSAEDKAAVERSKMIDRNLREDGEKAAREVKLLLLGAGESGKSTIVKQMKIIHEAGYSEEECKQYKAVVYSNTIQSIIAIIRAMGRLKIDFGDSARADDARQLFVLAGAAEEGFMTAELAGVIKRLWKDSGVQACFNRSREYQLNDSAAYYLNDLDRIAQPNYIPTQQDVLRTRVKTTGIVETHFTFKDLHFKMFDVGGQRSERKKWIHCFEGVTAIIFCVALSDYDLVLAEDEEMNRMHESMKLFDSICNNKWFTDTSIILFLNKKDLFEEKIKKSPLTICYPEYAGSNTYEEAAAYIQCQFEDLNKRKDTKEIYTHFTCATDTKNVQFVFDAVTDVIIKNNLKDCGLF
RECQ1 inh: RECQ1 (human) helicase inhibition; actives 0.54% (n = 240,000); P46063; RECQ1 DNA unwinding, red fluorescence kinetic read; AID 2549; Potency, µM (titrated, usually from 57.3 µM), inactives show at the highest dose activity, negative = inhibition, hits mostly inhibitors;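 also: plate controls were vehicle for no effect and no enzyme for full effect; nearly all actives have a fitted effect of over 30% in size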
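50 nM RECQ1T1 preincubated 15 min with compound in Tris pH 8.0 buffer with MgCl2, DTT, Tween-20 and 2.5 ug/ml poly(dI-dC); started with 200 nM TAMRA/BHQ-2 forked duplex and 2 mM ATP. Unwinding read as fluorescence (525/598 nm), two reads 2 h apart.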
Epigenetic reg: epigenetic control regulation, reporter derepression; murine LDR cells, GFP reporter derepression, 30 h; Potency, µM (doses to about 53.9 µM), for the others: top-dose GFP activation, usual class: activators; actives 0.2% (n = 280,000); also: % of control where 0% means no effect; nearly all actives have a fitted effect of over 60% in size
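Murine LDR cells bearing a silenced CMV-driven GFP reporter were exposed to compound for 30 h at 37 C. After PBS washes, GFP-positive cells (20-120 um objects) counted by laser-scanning microplate cytometry.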
NPSR antagonist: neuropeptide S receptor (human) antagonism, cAMP. Q6W5P4. CHO-NPSR cells, cAMP TR-FRET, antagonist mode. Potency, µM (series often up to 38.3 µM), without a hit: top-dose activity change, negative = inhibition, actives largely listed as inhibitors. actives 1% (n = 220,000); also: % is scaled to controls: 0 for no effect and ±100 for the full control effect; nearly all actives have a fitted effect of over 50% in size; many of its hits are not listed in these tables
Target sequence (Q6W5P4 whole entry, looked up): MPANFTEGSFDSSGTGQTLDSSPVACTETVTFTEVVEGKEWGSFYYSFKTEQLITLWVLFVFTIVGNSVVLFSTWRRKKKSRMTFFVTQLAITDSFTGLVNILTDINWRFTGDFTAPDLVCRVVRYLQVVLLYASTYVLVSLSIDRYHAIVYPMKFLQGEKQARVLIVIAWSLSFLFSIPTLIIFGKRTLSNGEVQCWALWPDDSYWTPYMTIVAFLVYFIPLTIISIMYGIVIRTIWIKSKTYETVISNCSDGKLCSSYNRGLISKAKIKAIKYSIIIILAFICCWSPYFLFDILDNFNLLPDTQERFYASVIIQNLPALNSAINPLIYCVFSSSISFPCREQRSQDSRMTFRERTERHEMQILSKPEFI
KDM4E inh: JMJD2E (human) inhibition | B2RXH2 | Potency, µM (titrated, usually from 57.1 µM), for the others: at the highest dose activity change, negative = inhibition, hits mostly inhibitors | actives 1.6% (n = 230,000) | JMJD2E catalytic domain, FDH-coupled NADH fluorescence (FDH is formaldehyde dehydrogenase); active = well fitted inhibition curve with a large enough effect, not every such curve was filed as active; inconclusive = small, poorly fitted or top-dose-only effect, or another doubt; inactive = no such curve, though single readings can be large or run the other way;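 also: 0% = wells with enzyme and -100% = buffer wells without enzyme; nearly all actives have a fitted effect of over 50% in size; many of its hits are not listed in these tables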
Target sequence (B2RXH2 1-337 limits assumed): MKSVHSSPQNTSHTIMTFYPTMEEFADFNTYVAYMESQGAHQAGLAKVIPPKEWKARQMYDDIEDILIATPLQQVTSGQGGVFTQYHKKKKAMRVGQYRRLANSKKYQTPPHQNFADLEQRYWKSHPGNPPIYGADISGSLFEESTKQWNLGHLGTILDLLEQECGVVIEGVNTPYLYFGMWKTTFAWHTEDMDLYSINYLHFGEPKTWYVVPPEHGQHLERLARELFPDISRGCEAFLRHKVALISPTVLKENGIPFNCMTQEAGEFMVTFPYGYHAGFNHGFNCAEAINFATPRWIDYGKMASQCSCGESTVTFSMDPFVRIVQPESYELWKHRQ
SMN2 splice up: SMN2 splice variant enhancement; HEK293 SMN2-luciferase splicing reporter, luminescence, 30-36 h; Potency, µM (series often up to 46.1 µM), without a hit: top-dose activity change, positive = activation, hits mostly activators; actives 2.8% (n = 210,000); AID 1458; also: % of control where 0% means no effect; nearly all actives have a fitted effect of over 55% in size
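HEK293 cells carry an SMN2 […]–luciferase reporter in which exon 7 inclusion puts luciferase in frame. Cells were plated 10-12 h before compound addition, then incubated 30-36 h at 37C. ONE-Glo luminescence was read; sodium butyrate at 4.5 mM final served as control.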
IMPase Li inh: IMPase inhibition in cells with lithium potentiation | actives 0.35% (n = 210,000) | CHO-M1 cells, IP1 TR-FRET (IP-One), carbachol + lithium | Potency, µM (top dose mostly 59.4 µM), without a hit: at the top dose activity, negative = IMPase inhibition, actives largely listed as inhibitors | AID 1457;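 also: IP1 builds up when IMPase is blocked and the TR-FRET signal falls; plate controls were basal vehicle for no effect and high inhibitor control for full effect; nearly all actives have a fitted effect of over 50% in size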
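Readout is a homogeneous TR-FRET IP1 immunoassay (Ex 320, Em 665 and 620), where raised cytosolic IP1 lowers signal. Cells were CHO-M1 treated 30 min at 37C with test compounds plus a little lithium; AC50 values came from Hill-equation fitting.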
Luc counter: counter-screen: inhibitors of Kinase-Glo firefly luciferase. Potency, µM (series often up to 38.3 µM), inactives show at the highest dose activity change, negative = inhibition, usual class: inhibitors. actives 0.28% (n = 200,000). Kinase-Glo luciferase, ATP luminescence, 8 min. AID 1379. Q27757; also: % is scaled to controls: 0 for no effect and ±100 for the full control effect; nearly all actives have a fitted effect of over 60% in size
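Substrate mix (final 50 mM imidazole pH 7.2, 50 mM KCl, 7 mM MgCl2, 10 uM ATP, 0.01% Tween 20, 0.05% BSA) plus pin-tool compound, then Kinase-Glo detection mix; 8 min ambient, luminescence read.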
Active calls of the source: *; & = joins results of further samples; [ ] = dose if it differs, or a comment. Unless noted, calls follow the shape of the dose curve; as a rule, active = well fitted curve in the direction sought with a large enough effect; inconclusive = small, poorly fitted or top-dose-only effect, or another doubt; inactive = no such curve, though single readings can be large; an effect the other way counts as inactive or inconclusive. Potency is read from the fitted curve at half-maximal effect. Some of the compounds tested; the hit share may differ from the screen's.

`COc1ccc(S(=O)(=O)CCC(=O)Nc2cccc(OC)c2)cc1` gave GoLoco inh red -18%, RECQ1 inh 4%, Epigenetic reg -1.5%, NPSR antagonist 19%, KDM4E inh -6%, SMN2 splice up -7%, IMPase Li inh -8% and Luc counter 4%.
`CCS(=O)(=O)N1CCC(NC(=O)c2ccco2)CC1` gave GoLoco inh red -3%, RECQ1 inh -10%, Epigenetic reg -1.5%, NPSR antagonist -20%[46.1 µM], KDM4E inh 6%, SMN2 splice up 3%, IMPase Li inh -9%[38.3 µM] and Luc counter 1%.
COc1ccc(OCC(=O)Nc2sc3c(c2C(=O)NCC2CCCO2)CCC3)cc1 (stereo unspecified) was read as GoLoco inh red 3%, RECQ1 inh inactive, Epigenetic reg 3.8%, NPSR antagonist -18%[46.1 µM], KDM4E inh 2%, SMN2 splice up -19%, IMPase Li inh 3%[38.3 µM] and Luc counter -5%.
`COc1ccc(Cl)c2c1[nH]c1nc(SCc3cccnc3)nnc12` gave GoLoco inh red 4%, RECQ1 inh inactive, Epigenetic reg -2.8%, NPSR antagonist -9%, KDM4E inh 6%, SMN2 splice up 1%, IMPase Li inh 4% and Luc counter -4%.
Screening CCCC(=O)O[C@@H]1C[C@@H](C)N(C(=O)c2ccccc2)c2ccc(C)cc21 returned GoLoco inh red 2%, RECQ1 inh inactive, Epigenetic reg -1.1%, NPSR antagonist inconclusive, KDM4E inh -1%, SMN2 splice up -13%, IMPase Li inh 18%[38.3 µM] and Luc counter 7%.
`CC(C)C(NC(=O)C12CC3CC(CC(C3)C1)C2)C(=O)NC1=NCCS1` (stereo unspecified) gave GoLoco inh red 10%, RECQ1 inh inactive, Epigenetic reg -1.4%, NPSR antagonist -11%[46.1 µM], KDM4E inh -2%, SMN2 splice up -14%, IMPase Li inh -7%[38.3 µM] and Luc counter 0%.
`CC(C)(C)NC(=O)NC(=O)COC(=O)Cc1c(F)cccc1Cl` gave GoLoco inh red 1%, RECQ1 inh -16%, Epigenetic reg -3.4%, NPSR antagonist 1%, KDM4E inh -3%, SMN2 splice up 15%, IMPase Li inh 7% and Luc counter -1%.
`CCC(C)NC(=O)CCc1nc2ccccc2n1-c1ccccc1` (stereo unspecified) gave GoLoco inh red 8%, RECQ1 inh -4%, Epigenetic reg 0.0%, NPSR antagonist 9%, KDM4E inh -3%, SMN2 splice up -8%, IMPase Li inh 4% and Luc counter 0%.
CCn1c(=O)c2cc(C(=O)N(C)c3ccccc3F)sc2c2ccccc21 was read as GoLoco inh red 1%, RECQ1 inh 3%, Epigenetic reg -1.7%, NPSR antagonist inconclusive and KDM4E inh 5%.
`Cc1cc(C)c2nc(NC(=O)c3ccc4c(c3)OCO4)sc2c1` gave GoLoco inh red -6%, RECQ1 inh 5%, Epigenetic reg 1.0%, NPSR antagonist 2%[46.1 µM], KDM4E inh inconclusive, SMN2 splice up 3%, IMPase Li inh inconclusive and Luc counter -1%.
Screening Cc1nc2ccccc2n1CC(=O)NC(C)C1CC2CCC1C2 (stereo unspecified) returned GoLoco inh red 17%, RECQ1 inh inactive, Epigenetic reg -1.3%, NPSR antagonist 5%, KDM4E inh 4%, SMN2 splice up -48%[inhibitor], IMPase Li inh 10% and Luc counter -2%.
`Cc1ccc(-c2nc(N)sc2-c2ccc(C)cc2)cc1` gave GoLoco inh red 11%, RECQ1 inh -17%, Epigenetic reg 2.6%, NPSR antagonist inconclusive, KDM4E inh inconclusive, SMN2 splice up -43%[inhibitor], IMPase Li inh 22% and Luc counter 2%.
For C=CC#CC1(O)CC(C)N(C)CC1C (stereo unspecified) the results were GoLoco inh red 6%, RECQ1 inh -4%, Epigenetic reg -0.7%, NPSR antagonist 10%, KDM4E inh -3%, SMN2 splice up 0%, IMPase Li inh 4% and Luc counter 3%.
Screening Cn1c(SCC(=O)N/N=C/c2cccs2)nc2ccccc21 returned GoLoco inh red -4%, RECQ1 inh -6%, Epigenetic reg 0.1%, NPSR antagonist -13%[46.1 µM], KDM4E inh 0%, SMN2 splice up 5%, IMPase Li inh 6% and Luc counter -3%.
For O=[N+]([O-])c1ccc(-c2nc(-c3ccc(F)cc3)c(-c3ccncc3)[nH]2)cc1 the results were GoLoco inh red -17%, RECQ1 inh -21%&-10%, Epigenetic reg -0.4%, NPSR antagonist 7.9µM*, KDM4E inh -1%, SMN2 splice up -18%, IMPase Li inh 21% and Luc counter -6%.
Screening O=C(O)c1cccc2[nH]c(C(F)(F)F)nc12 returned GoLoco inh red 0%, RECQ1 inh -1%, Epigenetic reg 0.8%, NPSR antagonist 4%[46.1 µM], KDM4E inh inconclusive, SMN2 splice up -6%, IMPase Li inh -4%[38.3 µM] and Luc counter -2%.
`N#CCc1ccc(NS(=O)(=O)c2ccc(N3CCCC3=O)cc2)cc1` gave GoLoco inh red -6%, RECQ1 inh -1%, Epigenetic reg 0.0%, NPSR antagonist 4%, KDM4E inh 4%, SMN2 splice up -21%, IMPase Li inh 1% and Luc counter 3%.
Screening Cc1cccn2c(=O)c(C=O)c(Cl)nc12 returned GoLoco inh red 5%, RECQ1 inh inconclusive, Epigenetic reg 0.0%, NPSR antagonist inconclusive and KDM4E inh inconclusive.
For Cc1[nH]nc(S(=O)CC(=O)O)c1[N+](=O)[O-] (stereo unspecified) the results were GoLoco inh red 16%, RECQ1 inh -6%, Epigenetic reg -2.2%, NPSR antagonist 18%, KDM4E inh 5%, SMN2 splice up 0%, IMPase Li inh -1% and Luc counter -2%.
Screening CCCSC1=C(C#N)C(c2ccccc2C)C(C(=O)OC)C(=O)N1 (stereo unspecified) returned GoLoco inh red 5%, RECQ1 inh -1%, Epigenetic reg -0.2%, NPSR antagonist -6%[46.1 µM], KDM4E inh 15%, SMN2 splice up -12%, IMPase Li inh 2%[38.3 µM] and Luc counter 1%.
Screening COc1ccc(NC(=O)ON=C2c3ccccc3-c3ccccc32)cc1 returned RECQ1 inh -3%, Epigenetic reg -3.3%, NPSR antagonist 10%[46.1 µM] and KDM4E inh -1%.
For COC(=O)c1c(NC(=O)Cc2ccccc2)sc2c1C(C(=O)OC)CC2 (stereo unspecified) the results were GoLoco inh red 1%, RECQ1 inh -14%, Epigenetic reg 0.0%, NPSR antagonist -17%, KDM4E inh 10%, SMN2 splice up -8%, IMPase Li inh 19% and Luc counter 1%.
For O=C(Cc1ncn[nH]1)NCCc1ccccc1 the results were GoLoco inh red 2%, RECQ1 inh -6%, Epigenetic reg 0.8%, NPSR antagonist 15%[46.1 µM], KDM4E inh 4%, SMN2 splice up -13%, IMPase Li inh 14%[38.3 µM] and Luc counter 15%.
`NC(=O)c1cc(Br)cc2c3c([nH]c12)CCCC3` gave GoLoco inh red -11%, RECQ1 inh 15%, Epigenetic reg 4.7%, NPSR antagonist 14%[46.1 µM], KDM4E inh -22%, SMN2 splice up -1%, IMPase Li inh 0%[38.3 µM] and Luc counter -2%.
CCOc1ccc(-n2c(SCC(=O)Nc3cc(OC)c([N+](=O)[O-])cc3C)nc3ccccc32)cc1 was read as GoLoco inh red 59%[activator], RECQ1 inh -7%, Epigenetic reg 0.0%, NPSR antagonist -8%, KDM4E inh -7%, SMN2 splice up -16%, IMPase Li inh -1% and Luc counter -1%.
Screening Cc1nc(C)c(C(=O)Nc2nc3c(C)cccc3s2)o1 returned RECQ1 inh -28%, Epigenetic reg -4.3%, NPSR antagonist 4%[46.1 µM] and KDM4E inh 6%.
`NS(=O)(=O)c1ccc(CCNC(=O)CSc2nc3ccccc3c3nc(CCN4CCCCC4)nn23)cc1` gave GoLoco inh red 59%[activator], RECQ1 inh -1%, Epigenetic reg -3.4%, NPSR antagonist 0%, KDM4E inh 2%, SMN2 splice up inconclusive, IMPase Li inh -18% and Luc counter 3%.
For Oc1ccccc1N=Nc1ccccc1O the results were GoLoco inh red 8%, RECQ1 inh 4%, Epigenetic reg 3.2%, NPSR antagonist -4%, KDM4E inh 32µM*, SMN2 splice up -111%[inhibitor], IMPase Li inh 12% and Luc counter -2%.
For Cc1ccccc1CO/N=C/c1[nH]ncc1Br the results were GoLoco inh red -5%, RECQ1 inh -4%, Epigenetic reg 1.6%, NPSR antagonist -49% and KDM4E inh -10%.
Cc1ccc(S(=O)(=O)Nc2ccccn2)cc1[N+](=O)[O-] was read as GoLoco inh red 1%, RECQ1 inh 1%, Epigenetic reg -1.4%, NPSR antagonist 2%, KDM4E inh inconclusive, SMN2 splice up 11%, IMPase Li inh 3% and Luc counter 3%.
Cc1ccc(CSCC(=O)Nc2ccc3c(c2)OCO3)cc1 was read as GoLoco inh red 15%, RECQ1 inh inactive, Epigenetic reg 7.0%, NPSR antagonist -26%[46.1 µM], KDM4E inh -7%, SMN2 splice up 7%, IMPase Li inh 38%[activator][38.3 µM] and Luc counter 1%.
COc1cccc(/C=N/N2C(=O)NC3(CCCCC3)C2=O)c1O was read as GoLoco inh red 10%, RECQ1 inh inactive, Epigenetic reg 2.1%, NPSR antagonist -9%[46.1 µM], KDM4E inh -7%, SMN2 splice up -10%, IMPase Li inh 24%[38.3 µM] and Luc counter -5%.
`Clc1ccc(C(c2nnnn2C2CCCC2)N2CCN(Cc3ccncc3)CC2)cc1` (stereo unspecified) gave GoLoco inh red -4%, RECQ1 inh -7%, Epigenetic reg 0.0%, NPSR antagonist -28%[46.1 µM], KDM4E inh 2%, SMN2 splice up 5%, IMPase Li inh 2%[38.3 µM] and Luc counter 2%.
`COc1ccc2[nH]c(=O)c(CNC3CCCCC3)cc2c1` gave GoLoco inh red 8%, RECQ1 inh -7%, Epigenetic reg -4.8%, NPSR antagonist -13%[46.1 µM], KDM4E inh inconclusive, SMN2 splice up inconclusive, IMPase Li inh 14%[38.3 µM] and Luc counter 1%.
For Cc1ccc(-c2csc(-c3c[nH]c4ccccc34)n2)cc1 the results were GoLoco inh red 4%, RECQ1 inh -8%, Epigenetic reg 0.7%, NPSR antagonist -11%[46.1 µM], KDM4E inh inconclusive, SMN2 splice up inconclusive, IMPase Li inh 34%[38.3 µM] and Luc counter -2%.
CCC(CC)c1nnc(NC(=O)c2nc3nc(C)cc(C)n3n2)s1 was read as GoLoco inh red 7%, RECQ1 inh -3%, Epigenetic reg 3.1%, NPSR antagonist -16%[46.1 µM], KDM4E inh -7%, SMN2 splice up -2%, IMPase Li inh -8%[38.3 µM] and Luc counter 2%.

Assay outcomes: PubChem, National Center for Advancing Translational Sciences (NCATS)
